Compound activity (PubChem BioAssay)
RAD52 inh – RAD52 (human) annealing inhibition; P43351; recombinant RAD52 DNA annealing, FRET fluorescence; inhibition, % at 18.7 µM; 360,000 compounds, 0.46% hits;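 active = every replicate showing at least 50% inhibition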
Target sequence (P43351 whole entry, looked up): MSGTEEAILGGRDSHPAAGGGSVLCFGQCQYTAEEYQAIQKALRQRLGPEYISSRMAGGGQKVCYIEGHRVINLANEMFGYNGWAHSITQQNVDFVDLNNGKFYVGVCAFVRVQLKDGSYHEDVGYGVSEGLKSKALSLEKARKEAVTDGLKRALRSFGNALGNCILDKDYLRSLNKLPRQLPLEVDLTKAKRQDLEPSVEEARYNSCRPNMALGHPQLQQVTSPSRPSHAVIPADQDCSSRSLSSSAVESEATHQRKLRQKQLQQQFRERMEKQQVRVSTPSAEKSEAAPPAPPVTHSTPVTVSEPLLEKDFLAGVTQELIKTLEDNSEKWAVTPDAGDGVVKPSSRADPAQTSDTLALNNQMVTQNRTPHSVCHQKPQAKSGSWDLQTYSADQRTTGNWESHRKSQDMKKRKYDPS
FN deposition inh – fibronectin deposition inhibition | AH1F fibroblasts, Alexa488-fibronectin deposition fluorescence, overnight | inhibition, % at 12.6 µM | 350,000 compounds, 0.086% hits | AID 743247;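 active = mean inhibition across replicates of 30% or more, regardless of how many single replicates reach that level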;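 also: positive control wells lacked labelled fibronectin entirely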
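Measured by – fluorescence 485/525 nm · System – AH1F fibroblast monolayer, labelled fibronectin deposition · Amount – 10000 cells per well · Buffer or medium – serum-reduced DMEM (2% serum) · Doses – single dose, pinned · Also added – fluorescent fibronectin at 24 nM final · Schedule – 1 h cell attachment, overnight exposure to compound and label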
S100A4 MyoIIA – inhibitors of human S100A4 binding to myosin IIA peptide; P26447; S100A4/TAMRA-MyoIIA peptide fluorescence polarization; inhibition, % at 10.7 µM; 360,000 compounds, 0.14% hits;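 active = mean inhibition of at least 70% across replicates, with every replicate also reaching that level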
Target sequence (P26447 whole entry, looked up): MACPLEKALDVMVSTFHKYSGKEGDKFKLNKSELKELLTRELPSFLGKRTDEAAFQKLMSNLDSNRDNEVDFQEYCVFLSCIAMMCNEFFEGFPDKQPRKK
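Test system: S100A4 monomer protein; Medium: HEPES pH 7.2 with CaCl2, KCl, NaCl, DTT, Triton; Probe or stimulus: TAMRA-labelled myosin IIA heavy-chain peptide probe, 5 nM; Doses: one dose per compound; Times: polarization read 5 min after assay mix addition, stable 5–60 min; Benchmarks: neutral control DMSO, positive control TFP.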
esBAF inh – SWI/SNF esBAF complex inhibition. mouse ES cells, Bmi1-luciferase knock-in reporter, 24 h; 100% = twice the neutral-well signal. 350,000 compounds, 2% hits. reporter increase, % at 12.5 µM. AID 602393; in the data active = activation above about 40%;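 also: 0% = median of the plate's neutral control wells and 100% = double that signal; a rise in the Bmi1 reporter signal indicates esBAF inhibition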
RAD54 branch – RAD54 (human) branch migration inhibition; Q92698; 360,000 compounds, 0.14% hits; inhibition, % at 10.4 µM; RAD54 Holliday junction branch migration, FAM/BHQ fluorescence;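 active = mean normalized replicate activity at least 40 and at least half of replicates scoring 40 or more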;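 also: 0% = median of neutral control wells and 100% = median of positive control wells; inhibitors cause a drop in the FAM fluorescence signal; in these data hits start at about 50%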
EWS-Fli block – inhibitors of EWS/Fli oncoprotein transcriptional activity. 350,000 compounds, 0.67% hits. inhibition, % at 12.6 µM. A673 NR0B1-luciferase reporter, viability-normalised;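 active = mean inhibition of at least 50% after viability correction, with every replicate also passing that limit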;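 also: firefly luciferase signal divided by Alamar Blue viability fluorescence both relative to DMSO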
E-sel inducer – E-selectin induction on HUVECs; P16581; activation, % at 7.58 µM; HUVEC E-selectin immunofluorescence imaging; normalized: neutral wells 0, TNF-alpha wells 100; AID 686992; 260,000 compounds, 0.37% hits;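 active = mean E-selectin-positive cell signal at least 10% of the positive control, reached in at least 60% of replicates, without over 20% cell loss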;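 also: in these data hits start at about 27%; measured in HUVEC primary endothelial cells; signal is the percent of cells scored E-selectin positive by PE staining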
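Assay system: HUVEC primary endothelial cells. Input: 3,000 HUVEC seeded per well. Doses: one compound dose added by pin transfer. Read-out basis: % PE-positive cells. Benchmarks: TNF-alpha high, DMSO low. Detection: immunofluorescence imaging. Buffer or medium: EGM-2, gelatin.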
Xi reactivation – X-chromosome reactivation activator; 360,000 compounds, 0.055% hits; XiGFP mouse fibroblasts, % GFP-positive cells imaging, 3 d; cells co-treated with 5-aza-dC sensitizer; scaled so ellipticine positive control = 100%; activation, % at 7.58 µM;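 active = mean normalized replicate activation at least 10% and every replicate at or above 10%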;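 also: 0% = median of on-plate neutral control wells and 100% = ellipticine 6 µM median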
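Material: XiGFP fibroblasts, SV40-immortalized; Buffer or medium: DMEM containing 5-aza-dC; Compound dosing: single point; Times: 3 days compound exposure.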
An asterisk follows results filed as active; . = no result given. No enrichment for hits; about 3% have a hit in one of these screens.

Screens in order: Xi reactivation	RAD52 inh	EWS-Fli block	RAD54 branch	esBAF inh	S100A4 MyoIIA	E-sel inducer	FN deposition inh
1. COCCN1C(=O)Cc2c1nc(N)c1c(N)nc(N3CCN(c4ccc(F)cc4)CC3)c(C#N)c21
    -0.1	-7	-1	.	7	-12	5.6	0
2. CCNC(=O)C[C@@H]1CC[C@@H]2[C@H](COC[C@H](O)CN2S(=O)(=O)c2ccc(Oc3ccccc3)cc2)O1
    0.3	-4	3	-6	5	5	0.0	-8
3. CCC(=O)Nc1ccc2c(c1)C(=O)N(C)C[C@H](OC)[C@H](C)CN(Cc1cccnc1)[C@H](C)CO2
    -0.3	-5	-5	1	-3	.	-0.1	-9
4. Cc1noc(C)c1S(=O)(=O)Nc1ccc2c(c1)C(=O)N([C@H](C)CO)C[C@H](C)[C@@H](CN(C)CC1CCCCC1)OCCCC[C@H](C)O2
    -1.1	4	-11	4	4	6	-0.3	.
5. CSCc1ccc(C(=O)NC(C)c2ccc(-n3ccnc3)cc2)cc1 (stereo not given)
    0.9	-9	.	1	6	1	.	-3
6. O=C(CN1CCCc2ccccc21)NCCc1ccc(Cl)cc1
    0.2	-16	5	.	.	1	-1.8	.
7. CSc1ccc(/C=C2\CCn3c2nc2cc(C(=O)O)ccc2c3=O)cc1
    0.0	-16	-8	-19	8	9	-0.2	-4
8. C[C@@H]1CN([C@H](C)CO)C(=O)c2cccc(NC(=O)C3CC3)c2O[C@@H]1CN(C)C(=O)Nc1ccc(F)cc1
    0.1	-1	-7	-7	-2	-19	1.0	.
9. O=C1CCCN2N=C(SCC(=O)Nc3ccc(OC(F)(F)F)cc3)SC2=N1
    .	-9	12	5	-3	18	.	3
10. COC(=O)N/N=C/c1c(C)nn(-c2cccc(Cl)c2)c1Cl
    0.1	0	19	-5	.	-1	-1.0	3
11. Cc1ccc(S(=O)(=O)N(C)C)cc1NC(=O)CN1C(=O)NC2(CCc3ccccc32)C1=O (stereo not given)
    0.1	-16	6	-12	-10	-6	-0.4	-8
12. COC(=O)N(NC(=O)C(O)(c1ccccc1)c1ccccc1)c1ccccc1
    0.1	-12	1	.	.	-2	-1.0	16
13. COc1ccc(C(=O)OCC(=O)NC(=O)NC(C)C)cc1OC
    0.4	-7	2	.	.	4	-0.1	-6
14. COc1cccc(-c2ncc3ccccc3c2COC(=O)c2ccc(F)cc2)c1
    0.0	-56	-18	2	0	-2	0.0	-10
15. COc1ccc(NC(=O)N(C)C[C@@H]2Oc3ncc(C#C[C@@H](C)O)cc3C(=O)N([C@H](C)CO)C[C@H]2C)cc1
    -0.2	0	-2	3	-6	4	0.0	.
16. COC(=O)CC1C(=O)NCCN1C(=O)c1sc2ccccc2c1Cl (stereo not given)
    0.3	-4	19	.	.	-5	7.3	-8
17. O=C(O)c1ccc(Cl)c(NC(=S)NC(=O)c2cccc(COc3ccccc3)c2)c1
    -0.1	-25	1	7	0	7	0.4	3
18. C[C@H](CO)N1C[C@H](C)[C@@H](CN(C)C(=O)Nc2ccc3c(c2)OCO3)Oc2ccc(NS(C)(=O)=O)cc2CC1=O
    0.2	1	-9	3	3	1	-1.6	.
19. COc1ccc(S(=O)(=O)N(C)C[C@H]2Oc3c(NS(=O)(=O)c4ccc(Cl)cc4)cccc3C(=O)N([C@H](C)CO)C[C@@H]2C)cc1
    -0.1	.	-3	0	-4	.	-0.2	-1
20. Cc1ccc(-c2csc(NC(=O)CSc3nc(C)cs3)n2)cc1
    .	-14	.	-7	45*	-8	.	-2
21. O=C(Nc1ccc(F)cc1)Nc1ccc2c(c1)[C@@H]1C[C@H](CC(=O)N3CCCCC3)O[C@@H](CO)[C@@H]1O2
    0.0	.	6	-5	3	.	0.0	-10
22. CCOC(=O)c1c(NC(=S)Nc2ccccc2)sc(C)c1C
    .	-25	12	-2	0	-2	.	.
23. COc1cccc(OCC(=O)N2CCC3(CC2)CC(=O)c2ccccc2O3)c1
    0.3	-4	-4	-3	-1	-2	.	-1
24. CC[C@H](C)NC(=O)c1ccc(Cn2c(=S)[nH]c3c([nH]c4ccc(OC)cc43)c2=O)cc1
    -0.1	-10	4	.	.	-2	.	3
25. CC1(C(=O)Nc2ccc3c(c2)OCCO3)CCN1C(=O)C1(c2ccc(Cl)cc2)CCC1 (stereo not given)
    0.0	-9	2	7	-3	-4	-0.1	-4
26. CN(C)C(=O)c1cccc(-c2ccc([C@@H]3[C@H](CO)N4CCCCN(C(=O)C5CCC5)C[C@@H]34)cc2)c1
    0.1	-17	3	-2	.	-14	-0.1	.
27. COc1ccc(C(=O)COC(=O)c2ccccc2O)c(OC)c1
    -0.1	-43	-87	-10	76*	2	3.8	-4
28. O=C(Cn1cc(CN2C(=O)COC[C@H]2c2ccccc2)nn1)Nc1nccs1
    .	0	6	5	.	3	.	.
29. CC(=O)Nc1ccc2c(c1)C(=O)N(C)[C@H]1CC[C@@H](CC(=O)NC3CCCCC3)O[C@@H]1CO2
    0.3	.	4	-9	-2	.	0.1	-2
30. Cc1scc(C(=O)Nn2cnnc2)c1-c1ccccc1
    .	-19	7	1	5	2	.	.
31. COc1cc(C2C(C(=O)c3ccc(C)o3)=C(O)C(=O)N2c2cc(C)on2)cc(Br)c1O (stereo not given)
    .	-29	.	2	-2	-7	.	.
32. Nc1ccccc1/C=C/c1ccccc1N
    0.1	-12	-74	4	112*	0	0.9	-10
33. Cc1noc(C)c1NC(=O)N[C@H]1CC[C@@H](CCNC(=O)C2CCCCC2)O[C@@H]1CO
    0.3	-3	5	-5	5	-2	-0.1	-7
34. CC(O)(c1cccnc1)c1nc(-c2ccc3ccccc3c2)cs1 (stereo not given)
    -0.1	-14	-83	-6	57*	9	-3.1	9
35. O=C(NCc1ccccn1)c1cccc([N+](=O)[O-])c1
    .	-21	-6	-1	-19	10	.	.
36. Cc1ccc(S(=O)(=O)N2C[C@@H](O)COC[C@@H]3O[C@H](CC(=O)NCC4CCCCC4)CC[C@H]32)cc1
    0.0	27	-4	-2	14	-22	-0.2	-1
37. Cc1ccc(NC(=O)CSc2ccccc2)cc1S(=O)(=O)N1CCOCC1
    0.8	-8	-4	-1	0	-4	1.0	-6
38. Cc1ccccc1C1=CC(=O)CC(C)(C)C1=O
    0.0	-9	0	.	.	6	2.5	5
39. Cc1c(NC(=O)Nc2ccc(C(C)C)cc2)c(=O)n(-c2ccccc2)n1C
    0.3	-14	3	-2	1	-1	-1.6	-6
40. COc1ccc(/C=C/C(=O)N2CCN(c3ccccn3)CC2)c2ccccc12
    0.1	-2	-1	.	.	-4	2.7	8
41. COC(=O)c1c(NC(=O)CN2C(=O)C(=O)N(C(C)C)C2=O)sc(C)c1C
    0.6	-31	7	0	2	-4	0.1	1
42. CCOC(=O)N1CCc2c(sc(NC(C)=O)c2C(N)=O)C1
    0.0	-16	-1	6	-8	-1	2.6	-3
43. CN1C(=O)c2cc(NC(=O)Cc3cccs3)ccc2OC[C@@H]2O[C@@H](CC(=O)N[C@@H]3CCN(Cc4ccccc4)C3)CC[C@H]21
    0.0	22	2	0	-3	3	-0.1	-6
44. CCc1cc2cc(C)cc(C)c2nc1SCC(=O)Nc1cc(C)on1
    0.0	-8	6	.	.	-1	.	0
45. Cc1ccc(-c2nc(=S)c3c(n2Cc2cccnc2)CC(C)(C)OC3)cc1
    1.8	-13	2	-6	-10	-2	1.5	-1
46. C=CCn1c(CNC(=O)c2ccco2)nnc1SCC(=O)c1ccccc1
    0.1	-9	-10	.	.	-3	-0.7	-3
47. Cc1ccccc1NC(=O)Cn1nc(C(=O)O)c2ccccc2c1=O
    0.0	-9	-2	2	-4	-2	1.7	5
48. O=C(COC(=O)CNC(=O)c1ccccc1)Nc1ccccc1Cl
    0.0	-4	3	1	33	1	.	5
49. C=CCn1c(SCC(=O)OCC)nc(C(F)(F)F)cc1=O
    0.1	-2	16	.	2	0	-1.7	-19
50. CC(=O)OC1[C@H](Oc2c(O)c(C)c3c4c2[C@@H](C)CC[C@@H]4[C@@H](C)C[C@@H]3C=C(C)C)OC[C@@H](O)[C@@H]1O (stereo not given in full)
    -0.3	-10	8	-4	5	6	0.2	-2
51. OC(CC#CCN1CCCCC1)(c1ccccc1)c1ccccc1
    -0.1	-21	11	1	-4	2	.	7
52. CSc1ccccc1C(=O)C1CCCN(Cc2c(C)n(C)n(-c3ccccc3)c2=O)C1 (stereo not given)
    0.1	-22	10	.	0	0	.	0
53. Fc1cccc(-c2ccc(C3[C@H]4CNC[C@@H]3N4Cc3cccnc3)cc2)c1 (stereo not given in full)
    0.1	16	-1	.	.	-5	-0.4	1
54. CC(C(=O)NCCN1C(=O)S/C(=C\c2cccnc2)C1=O)N1C(=O)c2ccccc2C1=O (stereo not given)
    0.1	-18	0	.	.	3	.	6
55. O=C(C(=O)N1CCC(CNS(=O)(=O)c2cc(C(F)(F)F)cc(C(F)(F)F)c2)CC1)c1cc2ccccc2o1
    0.0	-12	17	.	.	-3	0.0	-9
56. COc1cc(O)c2c(=O)c3c(OC)c(O)ccc3oc2c1
    0.1	-6	-26	10	35	0	-0.1	-9
57. O=C(CSc1nnc2ccccn12)Nc1ccc2c(c1)OCCO2
    0.0	-5	-49	.	30	1	.	-2
58. CCCC(=O)Nc1ccc2c(c1)OC[C@@H](C)N(CCC)C[C@@H](C)[C@@H](OC)CN(C)C2=O
    0.2	1	-9	-3	2	-8	-0.2	-5
59. Cc1ccc(NC(=O)CCC(=O)N/N=C/C=C/c2ccccc2)cc1
    0.4	-10	-12	.	.	0	.	11
60. COc1ccc(CNC(=O)C2CCN(S(=O)(=O)c3ccc(SC)cc3)CC2)cc1
    0.0	0	15	5	-5	-4	.	-7

The list goes on:
Screens in order: Xi reactivation	RAD52 inh	EWS-Fli block	RAD54 branch	esBAF inh	S100A4 MyoIIA	E-sel inducer	FN deposition inh
61. CO[C@@H](CN(C)S(=O)(=O)c1cn(C)cn1)[C@@H](C)CN(C(=O)Nc1ccc(F)cc1)[C@@H](C)CO
    0.0	-4	-14	8	5	4	-0.1	-3
62. Nc1nn2cc(-c3ccccc3)nc2c2ccccc12
    -0.1	0	-35	.	.	-6	11	-4
63. N#C/C(=C\c1ccc([N+](=O)[O-])cc1)C(=O)Nc1ccccc1O
    0.0	-12	-18	.	.	-8	-1.1	-5
64. O=C(CC1CCCC1)NNC(=O)c1ccc(F)cc1
    0.1	-3	-12	-7	4	0	2.7	2
65. CCCc1cc(=O)[nH]c(SCCc2ccccc2)n1
    0.0	-7	-32	-2	16	-4	.	-5

4 entries out of the list, ordered by length of the SMILES, ascending:
Screens in order: Xi reactivation	RAD52 inh	EWS-Fli block	RAD54 branch	esBAF inh	S100A4 MyoIIA	E-sel inducer	FN deposition inh
12. COC(=O)N(NC(=O)C(O)(c1ccccc1)c1ccccc1)c1ccccc1
    0.1	-12	1	.	.	-2	-1.0	16
11. Cc1ccc(S(=O)(=O)N(C)C)cc1NC(=O)CN1C(=O)NC2(CCc3ccccc32)C1=O (stereo not given)
    0.1	-16	6	-12	-10	-6	-0.4	-8
21. O=C(Nc1ccc(F)cc1)Nc1ccc2c(c1)[C@@H]1C[C@H](CC(=O)N3CCCCC3)O[C@@H](CO)[C@@H]1O2
    0.0	.	6	-5	3	.	0.0	-10
18. C[C@H](CO)N1C[C@H](C)[C@@H](CN(C)C(=O)Nc2ccc3c(c2)OCO3)Oc2ccc(NS(C)(=O)=O)cc2CC1=O
    0.2	1	-9	3	3	1	-1.6	.
